Source: PubChem (National Center for Advancing Translational Sciences (NCATS))
USP1 inh = blocks the human USP1/UAF1 deubiquitinase complex. Potency, µM (highest dose often 57.1 µM), for the others: top-dose activity change, negative = inhibition, most hits filed as inhibitors. recombinant USP1/UAF1, Ub-Rhodamine cleavage fluorescence. 390,000 compounds, 0.23% hits. O94782; further: potency means the concentration at half of the fitted maximal effect; on the % scale 0 is the no-effect control and ±100 the full control effect; nearly all actives have a fitted effect of over 60% in size; inactives centre near -12
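1 nM enzyme complex + cpd, 15 min RT; start with Ub-Rho 150nM final; kinetic fluorescence ex 480/em 540, 6 reads q60 s. Buffer 50mM HEPES pH 7.8, 0.5mM EDTA, 0.1 mg/ml BSA, 1mM TCEP, 0.01% Tween-20.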
Vif-APOBEC3G blk = blocks the Vif interaction with human APOBEC3G; Q9HC16; HeLa A3G-eYFP + Vif (tagged APOBEC3G with the HIV-1 protein that degrades it), YFP fluorescence, overnight; Potency, µM (top dose mostly 46.1 µM), without a hit: top-dose activity, negative = active, usual class: inhibitors; AID 602310; 410,000 compounds, 0.076% hits;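 further: potency means the concentration at half of the fitted maximal effect; on the % scale 0 is the no-effect control and ±100 the full control effect; nearly all actives have a fitted effect of over 60% in size; hits raise eYFP signal because A3G escapes Vif-driven loss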
Target sequence (Q9HC16 whole entry, looked up): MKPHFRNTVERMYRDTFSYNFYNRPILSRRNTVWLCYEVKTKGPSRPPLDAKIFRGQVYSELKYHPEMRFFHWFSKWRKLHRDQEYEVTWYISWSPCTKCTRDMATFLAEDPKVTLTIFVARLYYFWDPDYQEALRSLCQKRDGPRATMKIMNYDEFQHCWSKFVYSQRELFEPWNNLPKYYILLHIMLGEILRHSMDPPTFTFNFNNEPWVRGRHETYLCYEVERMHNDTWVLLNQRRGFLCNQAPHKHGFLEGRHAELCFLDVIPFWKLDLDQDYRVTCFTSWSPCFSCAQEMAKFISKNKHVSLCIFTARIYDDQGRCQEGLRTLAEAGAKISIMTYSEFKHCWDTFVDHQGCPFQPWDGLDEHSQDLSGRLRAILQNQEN
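Read-out is eYFP fluorescence (Ex 488/Em 500-530) from Vif-expressing HeLa A3G-eYFP cells; more signal means A3G escaped Vif-mediated degradation. Cells plated overnight, compound pinned in, incubated overnight at 37 deg C.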
Glioma ERSR ind = ER stress response induction in glioma; U87-MG GRP78 promoter luciferase reporter, 16 h; Potency, µM, for the others: at the highest dose activation, usual class: activators; 420,000 compounds, 0.02% hits; further: potency means the concentration at half of the fitted maximal effect; series mostly up to about 76 µM; % of control where 0% means no effect; nearly all actives have a fitted effect of over 35% in size
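Stably transfected U87-MG human glioma cells carrying a GRP78-based luminescent sensor were seeded at 1000 cells/well, pin-dosed with compounds and incubated 16 h. Luciferase reagent was then added, and end-point luminescence was read after 10 min at room temperature.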
RXFP1 agonist = agonists of human relaxin receptor RXFP1; Q9HBX9; HEK293T-RXFP1 cAMP TR-FRET, 30 min; response scale: percent of porcine relaxin response, buffer zero; Potency, µM (highest dose often 57.5 µM), for the others: top-dose activation, hits mostly activators; 370,000 compounds, 0.3% hits; AID 2676; further: potency means the concentration at half of the fitted maximal effect; on the % scale 0 is the no-effect control and ±100 the full control effect; nearly all actives have a fitted effect of over 60% in size; many of its hits are not listed in these tables
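Agonist response is measured as cAMP accumulation in an RXFP1-transfected HEK293T line under PDE4 inhibition. Values are scaled between buffer-only and 29 nM porcine relaxin, and EC50s come from standard Hill equation fits.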
LDHA inh = LDHA (human) enzyme inhibition; purified LDHA, NADH/diaphorase-resazurin fluorescence; stronger effect = lower value; activity change, % (values are at about 110 or 230 µM); 480,000 compounds, 0.15% hits; AID 1347041; in the data active means activity change below about -30%; inconclusive means mostly about -25% to -30%;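 further: plate controls were DMSO wells for no effect and wells without enzyme for full effect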
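Enzyme activity of human lactate dehydrogenase 5 (2 nM; 0.06 mM NADH, 0.2 mM pyruvate, 5 min, RT) is measured via a resazurin/diaphorase fluorescence readout of residual NADH.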
TrxR1 substrate = is turned over as a substrate by rat TrxR1. AID 588456. Potency, µM (top dose mostly 114 µM), without a hit: at the top dose activity change, negative = substrate turnover. purified TrxR1 substrate turnover, NADPH consumption readout. 390,000 compounds, 0.01% hits. O89049; further: potency means the concentration at half of the fitted maximal effect; on the % scale 0 is the no-effect control and ±100 the full control effect; nearly all actives have a fitted effect of over 50% in size
Target sequence (O89049 whole entry, looked up): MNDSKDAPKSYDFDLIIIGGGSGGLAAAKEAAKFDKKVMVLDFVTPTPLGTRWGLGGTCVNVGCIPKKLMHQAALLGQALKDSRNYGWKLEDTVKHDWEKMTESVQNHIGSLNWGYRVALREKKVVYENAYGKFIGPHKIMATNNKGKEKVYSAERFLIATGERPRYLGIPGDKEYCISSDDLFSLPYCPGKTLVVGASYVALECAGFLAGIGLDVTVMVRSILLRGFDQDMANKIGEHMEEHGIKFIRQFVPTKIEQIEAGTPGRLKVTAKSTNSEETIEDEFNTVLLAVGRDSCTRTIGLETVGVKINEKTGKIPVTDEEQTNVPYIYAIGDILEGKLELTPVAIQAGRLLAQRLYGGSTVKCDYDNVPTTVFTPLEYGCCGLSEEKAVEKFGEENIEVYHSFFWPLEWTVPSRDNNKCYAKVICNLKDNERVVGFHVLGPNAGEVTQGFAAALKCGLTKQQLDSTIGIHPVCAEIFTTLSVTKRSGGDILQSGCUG
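Rat TrxR1, dispensed at 90 nM, was prereduced with 400 uM NADPH (final) for 5 min at ~22 deg C, then incubated with compound 15 min before 400 uM selenite. A first-read NADPH fluorescence drop versus no-compound background flagged substrates.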
mIDH1 inhibitor = blocks human mutant IDH1 R132H enzyme | O75874 | IDH1-R132H enzyme, NADPH consumption, diaphorase/resazurin fluorescence | Potency, µM (highest dose often 76.6 µM), for the others: at the highest dose activity change, negative = inhibition, hits mostly inhibitors | 390,000 compounds, 0.093% hits | AID 602179; further: potency means the concentration at half of the fitted maximal effect; on the % scale 0 is the no-effect control and ±100 the full control effect; nearly all actives have a fitted effect of over 65% in size
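IDH1-R132H (0.5 ug/mL) preincubated 30 min with compound, then NADPH (0.016 mM) and alpha-KG (2 mM) added; 80 min at RT, pH 7.5. Remaining NADPH coupled via diaphorase/resazurin to fluorescence (540/590 nm); concentration-response curves normalized to no-enzyme control.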
PI4K2A block = PI4K2A (human) kinase inhibition; purified PI4K2A, ADP-Glo luminescence, 1 h; stronger effect = lower value; activity change, negative = inhibition, % at 76.9 µM; 420,000 compounds, 0.13% hits; Q9BTU6; in the data active means activity change below about -50%; inconclusive means mostly about -30% to -49%;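 further: -100% = wells without enzyme as full effect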
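In this quantitative HTS, ADP production by PI4K2A was quantified luminescently after 1 h at ambient temperature; 100 microM adenosine served as plate-quality control.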
Vif-A3F inh = inhibitors of Vif-A3F interaction. HeLa A3F-eYFP + Vif (tagged APOBEC3F with the HIV-1 protein that degrades it), YFP fluorescence increase. 390,000 compounds, 0.2% hits. Potency, µM (highest dose often 46.1 µM), for the others: at the highest dose activity, negative = active; further: potency means the concentration at half of the fitted maximal effect; % of control where 0% means no effect; nearly all actives have a fitted effect of over 65% in size
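HeLa cells stably expressing Vif plus C-terminally eYFP-tagged A3F were seeded, incubated overnight at 37 deg C, dosed with compound, incubated overnight again at 37 deg C. Yellow fluorescence (Ex 488/Em 500-530) reported blocked Vif-mediated A3F-eYFP degradation.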
An asterisk follows results filed as active; ? = inconclusive; · = not tested or not shown; & = joins results of further samples; [ ] = dose if it differs, or a comment. Unless noted, the call rests on the fitted dose curve; in most records, active means well fitted curve in the direction sought with a large enough effect; inconclusive means small, poorly fitted or top-dose-only effect, or another doubt; inactive means no such curve, though single readings can be large; an effect the other way counts as inactive or inconclusive. These rows are one share of the data, so the mix of outcomes need not match the whole.

molecule	mIDH1 inhibitor	TrxR1 substrate	LDHA inh	Glioma ERSR ind	Vif-APOBEC3G blk	RXFP1 agonist	PI4K2A block	Vif-A3F inh	USP1 inh
CCCCCCNc1ccc(C(=O)OCC)cc1	·	·	-4	?	-6%	·	-1	·	·
COCCNC(=O)c1cc2c(Cl)nc3ccc(C)cc3c2s1	1%	-3%	-1	1%	3%	18%	0	-9%	-2%
Cc1cccc(-c2noc(CN(C)C(=O)COc3ccccc3)n2)c1	0%	-6%	-1	2%	1%	0.7%	0	5%	-23%
O=C(c1ccc([N+](=O)[O-])cc1)N1CCOCC1	-10%	0%	2	-1%	0%	·	10	-9%	-14%
COc1ccc(C(=O)ON=C2CCN(c3ccc([N+](=O)[O-])cc3)CC2)cc1	9%	-10%	-4	1%	0%	2.0%	-2	-2%	0%
CCOC(=O)c1c(C)[nH]c(C)c1S(=O)(=O)N(C)CC(=O)N1CCN(c2ccccc2)CC1	0%	8%[57.1 µM]	-10	2%	5%	0.3%	0	2%	?
C/C(=N\NC(=O)c1cc2ccccc2cc1O)c1ccc(C)o1	9%	-15%	7	2%	-3%	8.1%	-2	1%	-23%
Cc1nnc(C)n1N	4%	-3%	0	-3%	2%	0.0%	1	-4%	-10%
CC(=O)c1cccc(NC(=O)c2ccc(S(=O)(=O)N3CC(C)OC(C)C3)cc2)c1 (stereo not drawn)	1%	3%	-6	-2%	0%	?	3	-5%	-8%
N#Cc1c(N)nc2c(c1-c1ccccc1)CCCC2	4%	14%	-1	-3%	-5%	3.2%	0	4%	-3%
Oc1ccccc1-c1cc(-c2ccc3c(c2)OCCO3)n[nH]1	18%	2%[57.1 µM]	4	-6%	-9%	1.1%	-1	-9%	-11%
Cc1cccc(C)c1NC(=O)CN(C)C(=O)Cc1cccc(C(F)(F)F)c1	10%	11%[57.1 µM]	4	-8%	-6%	2.9%	-3	14%	-15%
CCCOc1ccc(C2=NNC(=O)CC2)cc1	-3%	-3%	-5	-12%	-20%	0.6%	-5	6%	-11%
C[C@@H]1CN([C@@H](C)CO)C(=O)CCCn2nncc2CO[C@@H]1CN(C)S(=O)(=O)c1cccc(C#N)c1	8%	·	-13	-5%	3%	·	2	-10%	-3%
COc1ccc(C(c2nnnn2CC2CCCO2)N2CCC(C(N)=O)CC2)cc1 (stereo not drawn)	9%	-3%	-6	-2%	1%	-0.4%	0	1%	-17%
Cc1cccc(C)c1OCCn1c(C2CC(=O)N(Cc3ccc(F)cc3)C2)nc2ccccc21 (stereo not drawn)	-19%	-9%	-2	-3%	1%	-2.5%	-4	0%	-18%
Cn1nccc1NC(=O)Nc1cccc(Br)c1	0%	0%	0	-6%	-9%	0.0%	-4	1%	-21%
CC(=O)Nc1ccc(-c2sc(Nc3cccc4ccccc34)n[n+]2-c2ccccc2)cc1	17%	-7%[57.1 µM]	3	3%	-4%	1.0%	-8	0%	-28%
COc1ccc(/C=N/N=C2\SC(CC(=O)O)C(=O)N2c2ccccc2)c(OC)c1 (stereo not drawn)	17%	-4%[57.1 µM]	-4	-1%	-9%	2.7%	6	0%	-8%
O=C(CCC(NC(=O)OCc1ccccc1)C(=O)O)OCc1ccccc1 (stereo not drawn)	14%	0%	-2	-5%	1%	-0.2%	-2	-2%	-6%
CCc1ccc(NC(=O)CCNS(=O)(=O)c2ccc3c(c2)CCCC(=O)N3)cc1	6%	3%	1	-5%	4%	-2.0%	3	1%	-25%
COc1ccc(-c2[nH]c3c(c2-c2c(-n4cccc4)n(C)c(=O)n(C)c2=O)c(=O)n(C)c(=O)n3C)cc1	-6%	4%	-1	-2%	4%	-0.6%	2	1%	-22%
COc1ccccc1-c1nc(-c2ccc(Br)cc2)no1	0%	5%	-4	4%	-1%	?	4	-6%	-3%
CC(=O)N1CCN(C(=O)c2oc3ccccc3c2C)CC1	0%	-7%	-17	0%	2%	0.3%	4	-9%	-11%
Cc1ccc(CN(Cc2ccccc2)C(=S)Nc2ccccc2C)o1	5%	13%[57.1 µM]	-2	-6%	-1%	-2.2%	1	?	-16%
O=C(CCc1nc(-c2cccs2)no1)Nc1ccc([N+](=O)[O-])cc1	-14%	-11%	0	0%	0%	-0.9%	-3	2%	-10%
O=C(C1=C(O)C(=O)N(CCOCCO)C1c1cccc([N+](=O)[O-])c1)c1cccs1 (stereo not drawn)	1%	-23%[57.1 µM]	1	-5%	1%	0.7%	-1	14%	-10%
O=C(Cn1nnc(-c2ccc(Cl)cc2)n1)NCc1ccco1	-7%	0%	-10	-1%	0%	1.2%	-6	-4%	-9%
CCOC(=O)N1CCN(C(=O)CN(c2ccc(Cl)c(C(F)(F)F)c2)S(C)(=O)=O)CC1	1%	0%	-1	-5%	0%	1.0%	-2	-10%	-1%
Cc1cc(NC(=O)c2cccc(F)c2)no1	6%	-4%	-2	1%	-1%	3.1%	8	-1%	-15%
CC(CCc1ccco1)NC(=O)c1cc2c(-c3ccccc3F)nn(C)c2s1 (stereo not drawn)	12%	6%	-1	-4%	6%	0.7%	-4	1%	-25%
CCCC(C(=O)NC1CCCC1)N(Cc1ccccc1Cl)C(=O)c1snc(C(N)=O)c1N (stereo not drawn)	-4%	7%	-2	-4%	-1%	2.7%	-4	-5%	-10%

Three entries out of the list above, ordered by the value under USP1 inh, lowest first.
| SMILES | USP1 inh |
| --- | --- |
| CC(CCc1ccco1)NC(=O)c1cc2c(-c3ccccc3F)nn(C)c2s1 (stereo not drawn) | -25% |
| Cc1ccc(CN(Cc2ccccc2)C(=S)Nc2ccccc2C)o1 | -16% |
| CCCC(C(=O)NC1CCCC1)N(Cc1ccccc1Cl)C(=O)c1snc(C(N)=O)c1N (stereo not drawn) | -10% |

Next section:
molecule	mIDH1 inhibitor	TrxR1 substrate	LDHA inh	Glioma ERSR ind	Vif-APOBEC3G blk	RXFP1 agonist	PI4K2A block	Vif-A3F inh	USP1 inh
Nc1nc(SCC(=O)NC2CCCc3ccccc32)n[nH]1 (stereo not drawn)	-4%	12%[57.1 µM]	-2	-4%	-3%	0.2%	2	4%	-22%
O=C(NC(=S)NCC1CCCO1)c1ccco1 (stereo not drawn)	16%	8%[57.1 µM]	-9	6%	1%	1.2%	3	0%	-12%
COc1ccc(CCN2CCCn3c2nc2c3c(=O)n(C)c(=O)n2C)cc1OC	0%	9%[57.1 µM]	5	-2%	-3%	11%	0	-1%	-5%
NCCSC1CC(=O)N(c2ccc(Cl)c(Cl)c2)C1=O (stereo not drawn)	9%	9%	-4	12%	-4%	-1.5%	1	7%	-10%
Cc1cc(C)nc(SSc2nc(C)cc(C)n2)n1	2%	-6%	-5	-3%	0%	0.9%	-8	?	-15%
COc1cccc(NC(=O)N(C)C[C@@H]2OCc3cnnn3CCCC(=O)N([C@@H](C)CO)C[C@H]2C)c1	14%	·	-1	-5%	2%	·	3	5%	-21%
CCOc1ccc(N2CC(C(=O)NCCc3c[nH]c4ccc(OC)cc34)CC2=O)cc1 (stereo not drawn)	3%	3%[57.1 µM]	-7	-5%	-1%	0.8%	0	-8%	-7%
CCOC(=O)c1sc(NC(=O)CSc2n[nH]c(-c3ccc(Cl)cc3Cl)n2)c(C#N)c1C	-12%	4%	-5	-3%	0%	0.9%	-7	-3%	-6%
Cn1c(=O)c2c(nc(Br)n2C)n(C)c1=O	0%	4%[57.1 µM]	-6&0	-2%	2%	8.3%	3	1%	-8%
O=c1c2ccccc2sn1-c1ccc(S(=O)(=O)N2CCOCC2)cc1	·	3%	3	-2%	4%	·	·	·	·
O=C(c1ccc(S(=O)(=O)N2CCOCC2)cc1)N1CCc2ccccc21	-1%	-9%	-11	2%	4%	-2.2%	7	-3%	-22%
COc1cccc(CN2CCC2(C)C(=O)Nc2cccc(NS(C)(=O)=O)c2)c1OC (stereo not drawn)	·	·	-7	-3%	-14%	·	4	·	·
CCN(CC)S(=O)(=O)c1ccc(S(=O)(=O)N2CCN(CCC#N)CC2)cc1	2%	-5%	-12	-1%	3%	-3.1%	-5	0%	-16%
O=C(NCCc1ccccc1)C1CCN(C(=O)c2sccc2-n2cccc2)CC1	-1%	5%[57.1 µM]	-8	-5%	1%	1.8%	0	1%	-22%
COc1cc(NC(=O)Cn2c(C)cc(C)c(C#N)c2=O)cc(OC)c1	0%	4%[57.1 µM]	-3	0%	-4%	6.7%	0	-6%	-24%
O=C(Nc1ccccc1Cl)c1cc2ccccc2o/c1=N\O	1%	-14%	-5	4%	-3%	-0.3%	-4	2%	-18%
O=C(CSc1n[nH]c(=O)n1-c1ccccc1)Nc1ccccc1C(F)(F)F	0%	2%	-2	-3%	7%	-0.5%	2	2%	-13%
Cc1cccc(Nc2nc(N)c([N+](=O)[O-])c(NCc3ccco3)n2)c1	-27%	-1%[57.1 µM]	-5	-3%	-11%	5.3%	1	2%	-15%
